Screens (PubChem BioAssay)
phage Ecoli inh = E. coli growth loss with phage present; growth absorbance; inhibition, % at 11.9 µM; 360,000 compounds, 0.26% hits; AID 651602; in the data active means inhibition above about 11%
PKA-R1A activ = activates the PKA-R1A holoenzyme complex | P00514+P68181 | PKA-R1A dissociation, Cy5-IP20 fluorescence polarization; scaled: DMSO 0%, 113 µM cGMP 100% | activation, % at 11.4 µM | 340,000 compounds, 0.083% hits | AID 504707;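 active means percent activation above the mean of all tested compounds plus 3 SD, cut at about 19% in these data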;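 further: higher means more PKAc released from R1A so a rise in polarization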
HTR5A inv ag = HTR5A inverse agonism, opioid heterodimer counter-screen; HTR5A cell line, luminescence; AID 504634; inhibition, % at 9.3 µM; 340,000 compounds, 0.083% hits; P47898; in the data active means inhibition mostly above about 23%, no sharp cut-off; inactive means mostly below about 18%;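 further: 0% = cells with DMSO and 100% = no-cell wells with DMSO; some compounds called inactive have numbers as strong as hits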
Target sequence (P47898 whole entry, looked up): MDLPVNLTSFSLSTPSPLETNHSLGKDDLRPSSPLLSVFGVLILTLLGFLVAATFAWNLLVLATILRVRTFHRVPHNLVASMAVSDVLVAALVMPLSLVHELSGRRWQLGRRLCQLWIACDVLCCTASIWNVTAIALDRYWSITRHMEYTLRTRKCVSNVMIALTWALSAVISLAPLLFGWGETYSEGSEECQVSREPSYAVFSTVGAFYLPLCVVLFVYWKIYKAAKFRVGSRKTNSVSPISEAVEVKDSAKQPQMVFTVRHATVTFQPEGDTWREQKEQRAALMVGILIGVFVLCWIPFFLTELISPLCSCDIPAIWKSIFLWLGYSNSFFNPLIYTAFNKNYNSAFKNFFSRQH
SUMO Mot1 rescue = SUMOylation pathway inhibition by Mot1-301 growth rescue. S. cerevisiae Mot1-301 growth rescue, ATP luminescence, 38.5C; percent above DMSO median, 100 means doubled. growth rescue, % at 18.8 µM. 320,000 compounds, 1% hits. AID 2716;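 active means every valid replicate shows activation above 250% relative to neutral control wells; inactive means the rest, any valid replicate at or below 250%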;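 further: OY570 slx delta 5 strain wells were the positive control but not used for scaling; some compounds called inactive have numbers as strong as hits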
OPRM1-OPRD1 ag = OPRM1-OPRD1 heterodimerization agonism; P35372+P41143; cells, luminescence; activation, % at 9.3 µM; 340,000 compounds, 0.3% hits; in the data active means activation above about 18%;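 further: 0% = vehicle-treated cells and 100% = reference agonist; values of inactives mirror those of a sister screen read the other way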
PKA-R2B act = activates the human PKA-R2B holoenzyme complex. P22694+P31323. PKA-R2B holoenzyme dissociation, Cy5-IP20 fluorescence polarization; R2B truncated from residue 108, S112A mutant; 0% DMSO only, 100% 113 µM cGMP. activation, % at 11.4 µM. 340,000 compounds, 0.079% hits;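 active means activation above a cutoff set at the mean over all compounds plus 3 SD, cut at about 18% in these data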;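 further: higher means more holoenzyme dissociation and a rise in polarization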
Target sequence (P31323 whole entry, looked up, other chains not shown, the tested form may be a part): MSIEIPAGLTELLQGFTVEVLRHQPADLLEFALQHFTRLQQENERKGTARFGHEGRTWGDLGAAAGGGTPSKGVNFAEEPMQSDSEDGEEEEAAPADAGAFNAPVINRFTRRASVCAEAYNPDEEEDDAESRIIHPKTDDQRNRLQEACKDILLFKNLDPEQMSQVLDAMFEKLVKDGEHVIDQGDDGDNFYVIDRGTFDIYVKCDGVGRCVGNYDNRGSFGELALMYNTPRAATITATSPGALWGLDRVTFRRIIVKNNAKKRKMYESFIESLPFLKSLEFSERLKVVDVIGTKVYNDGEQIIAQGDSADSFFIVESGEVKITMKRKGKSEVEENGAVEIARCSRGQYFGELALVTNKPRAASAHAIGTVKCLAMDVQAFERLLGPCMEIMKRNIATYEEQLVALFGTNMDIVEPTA
Ecoli viability = counter-screen for AddAB inhibitors: E. coli growth inhibition; E. coli V3065 growth, OD600 absorbance, 18 h; inhibition, % at 11.9 µM; 330,000 compounds, 0.27% hits;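 active means inhibition above the campaign's mean inhibition across all tested compounds plus 3 SD, cut at about 9.9% in these data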;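 further: uninfected addAB+ strain grown without phage in ampicillin broth; 0% = DMSO wells and 100% = ciprofloxacin 0.95 µg/ml wells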
Tat export inh = inhibitors of E. coli Tat protein transport. 340,000 compounds, 0.036% hits. inhibition, % at 10 µM. E. coli MC4100 TorA-mCherry Tat export, fluorescence;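 active means mean replicate inhibition at least 50% and at least half of replicates individually reaching 50%; inconclusive means only one of the two criteria met; inactive means neither criterion met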;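 further: exported cargo escapes ClpAP degradation while cytoplasmic cargo is degraded and loses fluorescence; 0% = median of neutral control wells and 100% = median of NaSCN control wells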
AddAB inh = less growth of phage-infected E. coli with AddAB; E. coli expressing H. pylori AddAB, absorbance growth; inhibition, % at 11.9 µM; 330,000 compounds, 0.29% hits; AID 435030; in the data active means inhibition above about 12%;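 further: 0% = vehicle wells of infected cells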
PfHsp90 yeast 2 = growth inhibition of yeast expressing Plasmodium Hsp90 | S. cerevisiae expressing PfHsp90, BacTiter-Glo ATP, 48 h; yeast lacking PDR1 and PDR3 efflux regulators | inhibition, % at 9.4 µM | 310,000 compounds, 0.32% hits;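 active means every replicate shows inhibition above about 80%, whatever the replicate mean, limit read from the data; inconclusive means mean inhibition reaches the set limit but some replicate falls short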;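 further: 0% = DMSO neutral controls and 100% = 20 µM radicicol positive controls; yeast relying on Plasmodium falciparum Hsp90 in place of its own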
OPRM1-OPRD1 inv = inverse agonists of human mu-delta opioid receptor heterodimerization; P35372+P41143; cell-based MOR-DOR heterodimer luminescence, inverse agonism; inhibition, % at 9.3 µM; 340,000 compounds, 0.21% hits; AID 504357; in the data active means inhibition above about 22%, passing the limit was not always enough;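 further: 0% = cells with DMSO and 100% = wells without cells with DMSO; values of inactives mirror those of a sister screen read the other way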
* = called active by the depositor; ? = inconclusive; · = no result given.

Under each structure – phage Ecoli inh	PKA-R1A activ	HTR5A inv ag	SUMO Mot1 rescue	OPRM1-OPRD1 ag	PKA-R2B act	Ecoli viability	Tat export inh	AddAB inh	PfHsp90 yeast 2	OPRM1-OPRD1 inv
CCn1cc(S(=O)(=O)c2ccc(OC)cc2)c(=O)c2cc(OC)ccc21
    -0.9	-8	1	6	-2.9	-7	1.4	-1	-0.3	4	15
Cn1ncc(Cl)c1C(=O)NC(=S)Nc1sc2c(c1C#N)CCCCC2
    0.8	5	-2	5	0.7	-13	-0.4	-9	2.6	-19	-4
OC(CNCCc1ccccc1)COc1ccc(OCC(O)CNCCc2ccccc2)cc1 (stereo not drawn)
    2.5	4	2	-12	-1.4	-1	2.8	2	7.8	13	7
O=C(CCN1C(=O)C2C3C=CC(C3)C2C1=O)NCc1cccnc1 (stereo not drawn)
    -0.9	-3	-2	-3	-2.3	2	2.2	6	3.5	-7	13
COc1ccc(CN(CC2CCC(C(=O)O)CC2)C(=S)Nc2cc(Cl)ccc2OC)cc1 (stereo not drawn)
    5.3	-12	-19	-4	-1.8	-5	2.0	-4	1.5	4	10
O=C(/C=C/c1ccccc1)Oc1ccccc1C(=S)N1CCOCC1
    2.7	-9	-18	-10	-2.6	3	-1.9	-5	-1.2	-13	14
Cc1ccc(OCC(O)CNCc2ccc(F)cc2)cc1 (stereo not drawn)
    2.4	9	6	17	4.3	7	-3.2	3	1.7	-8	-27
Cc1ccc(NC(=S)NC2CCSc3ccccc32)cc1 (stereo not drawn)
    0.1	-3	-16	-5	11	-5	2.7	-1	4.1	-13	-77
O=C(Nc1nccs1)C1CC(=O)N(c2ccc(Cl)cc2)C1 (stereo not drawn)
    2.7	-3	2	-1	2.7	-10	-0.1	-7	1.4	-15	-14
C=CCc1cc(C)ccc1OCCn1ccnc1
    -1.6	-6	-10	·	-0.1	-4	2.3	-14	-1.7	-8	1
CCNC(=O)CSc1ncnc2sccc12
    2.6	-12	2	-4	-1.2	4	-2.2	3	1.6	-31	5
O=C(N/N=C/c1ccncc1)c1cc(-c2ccc(Br)s2)[nH]n1
    1.6	-15	-7	-2	1.1	-3	0.6	-4	2.1	5	-6
COC(=O)c1c(C)oc2ccc(N(C(=O)c3ccncc3)S(=O)(=O)c3ccc(C)cc3C)cc12
    1.8	-12	-17	30	2.3	-2	-0.5	9	0.4	-42	-15
O=[N+]([O-])c1ccc(Oc2cccc3cccnc23)c(Cl)c1
    -0.4	3	-7	-6	-0.7	4	3.8	5	0.9	-22	4
CCOC(=O)/C(C#N)=C/Nc1cc(C(C)(C)C)sc1C(C)=O
    0.5	1	7	13	-1.0	-3	0.7	1	-1.0	12	5
C=CCc1cc(C)ccc1OCCOCCC(C(=O)OCC)C(=O)OCC
    1.1	-12	11	4	-0.3	5	-0.3	18	-1.6	10	2
Cc1noc(C)c1CN1C(=O)c2ccccc2C1=O
    -0.2	-15	4	-21	-1.9	-17	-0.1	4	2.0	-5	10
CCC(O)C1CCN(C(=O)c2cc(COc3ccc4ncccc4c3)on2)CC1 (stereo not drawn)
    2.1	·	·	61	·	·	1.1	1	1.7	-7	·
C=CCn1c(COc2ccc(F)cc2)nnc1SCC(=O)N1CC(=O)Nc2ccccc21
    -0.6	2	-11	-5	0.3	8	-0.8	6	0.2	10	-2
O=c1[nH]c2ccc(NS(=O)(=O)c3ccc4ccccc4c3)cc2[nH]1
    2.1	-2	3	35	1.1	6	-0.3	3	1.9	20	-6
CCCCn1c(N)c(N(CCOC)C(=O)c2ccc(N(C)S(=O)(=O)c3ccc(C)cc3)cc2)c(=O)[nH]c1=O
    1.5	10	18	293	-0.5	6	1.5	5	1.8	6	4
COC(=O)[C@H](Cc1ccccc1)NC(=O)N1CCC(C)CC1
    1.9	-9	-1	16	-0.4	-1	1.6	-8	1.4	0	2
COCC(=O)NC1CC2CCC(C1)N2C(=S)Nc1ccccc1C(=O)OC (stereo not drawn)
    -1.2	-1	2	3	0.1	0	0.2	1	1.2	9	-1
O=C1COc2ccc(C(=O)NCc3ccco3)cc2N1
    0.0	0	-5	5	0.1	9	1.2	-3	0.6	1	0
N=c1sccn1CC(=O)Nc1ccc(S(N)(=O)=O)cc1
    0.9	-3	3	-10	-2.5	2	5.8	4	7.1	-2	13
Cc1c(Cl)sn(-c2ccc(Cl)cc2)c1=O
    98*	-2	-54	·	36*	-1	·	?	·	111*	-208
COC(=O)CSc1cc([N+](=O)[O-])ccc1NC(=O)OC
    0.6	0	-5	-6	-1.6	-10	0.5	-7	-1.6	2	8
CN(C)c1nc(-c2ccccn2)nnc1-c1ccccc1
    5.5	9	-7	-17	-1.7	-10	8.1	9	4.9	34	8
COc1cc(Br)ccc1C1CC(=O)C(C)C(c2ccc(Br)cc2OC)N1 (stereo not drawn)
    2.5	3	-15	27	-2.5	-3	0.2	5	0.2	23	12
O=c1c2ccccc2nc(SCc2ccc(F)cc2Cl)n1CCCN1CCOCC1
    1.7	-14	3	186	3.2	0	0.8	19	-3.0	-14	-16
CSc1ccccc1OC1CCN(Cc2ccccc2)CC1
    3.4	2	-13	-29	0.6	-2	1.1	-8	5.7	12	-3
O=c1c2ccc([N+](=O)[O-])cc2ncn1CCOc1cccc(Br)c1
    0.6	-5	-11	1	6.5	-18	-3.4	1	-0.6	-53	-32
CC(C)(C)c1cc(C(=O)NNC(=O)Nc2cccc(Cl)c2)n(Cc2ccccc2)n1
    -2.1	-7	-19	231	25*	11	0.6	-5	0.2	-3	-129
COc1cc(C2(O)CCCCC2C)cc(OC)c1OC (stereo not drawn)
    3.4	-6	-7	-3	-1.3	0	0.1	0	1.0	-7	8
O=C(COC(=O)c1cc(Cl)ccc1Cl)Nc1ccc2[nH]c(=O)[nH]c2c1
    2.9	-10	0	0	0.0	-7	1.1	4	0.5	-2	0
COc1ccc(C(=O)NCC(c2cccs2)N2CCOCC2)cc1OC (stereo not drawn)
    0.9	-3	-3	-5	-3.9	-9	-0.5	0	3.8	-17	16
COCCn1c(SCC(=O)Nc2ccc3c(c2)CCC3)nc2ccccc2c1=O
    4.4	-1	4	78	1.6	-1	-3.6	3	5.4	0	-10
COc1ccc(CN2CCNC(=O)C2CC(=O)N(C)CCC2CCOCC2)cc1OC (stereo not drawn)
    1.6	-5	-13	-22	-1.7	-16	-1.2	0	1.2	13	8
COc1ccccc1C1=NOC(Cn2c(NCC3CCCO3)nc3c2c(=O)n(C)c(=O)n3C)C1 (stereo not drawn)
    4.5	-2	-28	0	-0.7	14	2.2	-5	5.0	-27	4
Cc1cc(NC(=O)CCC(=O)N(C2CC2)C(C(=O)NC(C)(C)C)c2ccccc2Cl)no1 (stereo not drawn)
    4.2	-6	0	6	-2.1	-1	1.5	-9	5.6	-6	11
Cc1cccc(C(=O)OCC(=O)NC(C)CCc2ccccc2)c1 (stereo not drawn)
    -1.4	-1	16	151	-0.8	-2	-0.7	1	-0.3	-12	4
Nc1nnc(CCS(=O)(=O)c2cc(Cl)ccc2Cl)s1
    1.8	-2	-12	-1	-0.7	-11	0.4	-11	5.6	-22	4
CCCCOc1cccc(OCCCC)c1C(=O)Nc1cc(C)on1
    4.5	-17	-6	1	0.8	0	-1.3	12	2.1	22	-4
CC1(C)CC(NC(=O)CCC2CCCC2)CC(C)(C)N1
    0.6	-10	-13	-10	-1.0	-10	-0.1	-4	1.8	-13	5
COc1ccc(NC(=O)CS(=O)c2cccc(C(F)(F)F)c2)cc1 (stereo not drawn)
    0.6	1	-10	89	-1.0	-1	0.1	19	-1.3	1	7
Cc1c(CCO)c(=O)[nH]n1S(=O)(=O)c1cccc(C(F)(F)F)c1
    1.5	-4	32	345	-3.0	-1	1.8	1	-0.8	-19	10
O=C1O/C(=C/c2ccccc2)c2ccccc21
    0.5	-12	5	2	3.2	0	0.2	-7	2.6	-18	-19
CCOc1ccc2nc(NCCNC(=O)Nc3cccc(C)c3)c(C#N)cc2c1
    3.0	4	-15	13	14	4	-2.4	-1	0.7	·	-81
COc1ccc(C(=O)OC(C)CN2CCOCC2)cc1 (stereo not drawn)
    1.9	-21	3	-12	-4.2	-9	-0.7	12	-0.4	-33	19
Cc1cc(SCC(=O)Nc2cccc(S(=O)(=O)NC3=NCCCCC3)c2)c(C)cc1Br
    0.2	-3	-20	15	-0.9	-1	2.3	3	2.2	-12	5
CCN(CC)S(=O)(=O)c1ccc2[nH]cc(C(=O)NCCCN3CCCCC3)c(=O)c2c1
    2.9	-5	13	1	-3.2	-5	1.8	-3	4.8	4	17
C[C@@]12C(=O)Nc3ccc(F)cc3C(=O)N1[C@H]1c3cc(Br)ccc3OC[C@@H]1[C@@H]2c1ccccc1
    0.2	-11	4	349*	0.3	-1	1.9	-7	2.0	-185	-1
COc1cccc(C(=O)N(c2ccccc2)C2C=CS(=O)(=O)C2)c1 (stereo not drawn)
    2.8	-10	-10	-28	2.6	7	0.6	-8	-0.7	12	-17
COC(=O)c1ccc2c(c1)C(=O)/C(=C/c1ccc(O)cc1)O2
    2.3	5	24	-2	-2.9	-9	-1.2	3	0.8	2	15
CCC(C)(C)NC(=O)CCn1c(-c2ccccc2)cc(C(C)=O)c1C
    4.4	6	3	-5	0.9	0	-0.8	-4	0.0	37	-6
Cc1ccc(CN(C)C(=O)COc2ccc(S(=O)(=O)N3CCCC3)cc2[N+](=O)[O-])c(C)c1
    -0.5	-16	9	0	-1.2	0	-3.5	-1	-0.4	11	4
Cc1cccc(NC(=O)NNC(=O)c2ccc3ccccc3c2)c1
    3.1	8	-22	1	0.6	-5	·	6	·	0	-3
O=C(CC(n1cncn1)C(Cl)(Cl)Cl)c1ccc([N+](=O)[O-])cc1 (stereo not drawn)
    1.6	-2	0	-6	3.4	-6	1.1	3	-0.6	123*	-17
CCOC(=O)c1[nH]c2c(c1-c1ccccc1)C(=O)CC(c1ccccc1)C2 (stereo not drawn)
    0.1	0	-6	4	3.0	8	2.4	-2	5.2	4	-15
COc1cc(OC)c(C(=O)N2CCN(c3ccccn3)CC2)cc1OC
    3.5	6	-2	798*	-2.5	2	-1.6	-1	2.0	-10	11
O=C(CCc1nc(-c2ccc(Cl)cc2)no1)NCC1CCCO1 (stereo not drawn)
    0.7	-2	7	-1	-0.4	5	0.8	0	0.0	·	2
Cc1ccc(-c2nnc(N3CCOCC3)c3ccccc23)cc1S(=O)(=O)NCc1cccnc1
    4.6	8	9	687	-0.6	-9	1.5	0	1.2	-11	3
CC(C)(C)C(=O)COC(=O)c1c2c(nc3ccccc13)CCC2
    4.0	-7	14	-10	-2.3	-14	-0.2	-7	2.3	-49	13
